S-ASM inh – human S-ASM enzyme inhibition; P17405; placental ASM, HMU-PC fluorogenic substrate, 60 min; Potency, µM (doses to about 57.5 µM), inactives show at the highest dose activity change, negative = inhibition, hits mostly inhibitors; hit rate 0.006% among 340,000; AID 504937; also: potency is read from the fitted curve at half-maximal effect
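Human placenta-derived ASM preincubated with compound 10 min at room temperature, then reacted with 9 uM (final) fluorogenic HMU-PC substrate for 60 min at 37 C. Stop solution raises pH to 10; fluorescence read at Ex 386/Em 447 nm.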
AT treatment – candidate therapy for ataxia-telangiectasia; hit rate 0.19% among 320,000; […] A-T fibroblasts, KAP-1 phosphorylation AlphaLISA; neocarzinostatin DNA damage 30 min before lysis; Potency, µM (titrated, usually from 57.5 µM), for the others: at the highest dose activation, hits mostly activators; also: potency is read from the fitted curve at half-maximal effect; % of control where 0% means no effect; nearly all actives have a fitted effect of over 45% in size
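ATM-like activity read as KAP-1 phosphorylation via AlphaLISA donor/acceptor antibody pairs after lysis and 6 hr at 25C. Cells were ATM-null patient fibroblasts ([…], hTERT), dosed 60 min, then exposed to the DSB inducer NCS for 30 min.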
MLL CXXC-DNA inh – blocks binding of human MLL CXXC domain to DNA | MLL-CXXC / FITC-HOXA9 DNA fluorescence polarization | Q03164 | AID 2662 | Potency, µM (top dose mostly 115 µM), inactives show top-dose activity change, negative = inhibition, usual class: inhibitors | hit rate 0.037% among 290,000; active = well fitted inhibition curve with a large enough effect in the polarisation, with a control signal flat, not every such curve was filed as active; inconclusive = small, poorly fitted or top-dose-only effect, or effect the other way, or a change in a side signal; inactive = no such curve, though single readings can be large or run the other way; the % refers to the polarisation; also: potency is read from the fitted curve at half-maximal effect
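Fluorescence polarization: 7 uM MLL-CXXC (stock) preincubated 5 min with compounds, then 50 nM fluorescein-HOX-A9 DNA (stock) added; 30 min ambient. Buffer 50 mM Tris-HCl pH 7.5, 50 mM NaCl, 1 mM DTT, 0.05% BSA.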
MBNL1 CUG block – MBNL1-poly(CUG) RNA binding inhibition; Q9NR56; TR-FRET MBNL1-His/biotin-(CUG)12 binding, 665/545 ratio; Potency, µM (series often up to 57.5 µM), without a hit: at the top dose activity change, negative = inhibition, hits mostly inhibitors; hit rate 0.036% among 280,000; AID 2675; active = well fitted inhibition curve with a large enough effect in the signal ratio, with a control signal flat, not every such curve was filed as active; inconclusive = small, poorly fitted or top-dose-only effect, or effect the other way, or a change in a side signal; inactive = no such curve, though single readings can be large or run the other way; the % refers to the signal ratio; also: potency is read from the fitted curve at half-maximal effect; % is scaled to controls: 0 for no effect and ±100 for the full control effect
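TR-FRET between His-tagged MBNL1 and biotin-(CUG)12 RNA, detected with Tb anti-His antibody (0.055 ng/ul) and streptavidin-XL665 (5 nM), 60 min at room temperature. Compounds titrated 92 nM to 58 uM; 665/545 nm ratio normalized to buffer and complex controls.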
KCNH2 3.1 inh – blocks the human KCNH2 3.1 channel isoform; activity change, % (tested at about 1.8 µM); AID 720553; hit rate 0.95% among 340,000; U2OS KCNH2 3.1, thallium flux FluxOr; hits give low values;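 active = maximum activity change below -70%; inconclusive = maximum activity change from -70% to -50%; inactive = maximum activity change above -50%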;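 also: thallium influx rate constant from kinetic fluorescence after stimulation buffer; % is scaled to controls: 0 for no effect and ±100 for the full control effect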
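Thallium flux read-out: FluxOr dye with Red40 quencher in HBSS/HEPES, 45 min at RT. Rate constants from kinetic reads were normalized to positive and negative DMSO controls. Cells: U2OS virally expressing the 3.1 isoform.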
hERG WT inh – KCNH2 (human, wildtype) channel inhibition; Q12809; U2OS, BacMam KCNH2, thallium flux FluxOr; hits give low values; activity change, % at 1.84 µM; hit rate 0.37% among 340,000; AID 720551;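 active = maximum activity change below -70%; inconclusive = maximum activity change between -70% and -50%; inactive = maximum activity change above -50%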; also: % is scaled to controls: 0 for no effect and ±100 for the full control effect
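U2OS cells were transduced with wild-type KCNH2 virus (2.03 x 10^8 / mL) for 4 h at room temperature, then cultured overnight at 37 C. Thallium flux was read with FluxOr dye. Rate constants were normalized to DMSO controls.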
a7 integrin act – activates integrin-mediated alleviation for muscular dystrophy; alpha7betagal myoblasts, beta-gal FDG fluorescence, 48 h; hit rate 0.064% among 350,000; Potency, µM (highest dose often 38.3 µM), without a hit: at the highest dose activation, hits mostly activators; AID 624291;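 also: potency is read from the fitted curve at half-maximal effect; 100% = response of the positive control SU9516; nearly all actives have a fitted effect of over 60% in size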
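alpha7betagal+/- myoblasts (passage 13, 250/well) treated 48 h at 37C with compounds at 1:260 dilution of DMSO stock. Lysed, then beta-galactosidase activity read as FDG fluorescence (ex 480/em 540) after 30 min, with pre-read for autofluorescence.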
Coupling enz – coupling enzyme interference in Giardia aldolase counter-screen; coupling enzyme system counterscreen, AmpLite Red fluorescence; activity change, negative = inhibition, % at 58.2 µM, hits read low; hit rate 0.67% among 290,000; AID 2472; in the data active = activity change below about -30%; also: % is scaled to controls: 0 for no effect and ±100 for the full control effect
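Final compound at 57.5 uM, incubated 10 min at RT with coupling enzyme reagent (glyceraldehyde-3-phosphate), then 20 min with substrate and AmpLite Red detection. Fluorescence read at 525/598 nm; tests interference with the coupling assay, not aldolase inhibition.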
GALK inhibitor – blocks human galactokinase activity; Purified GALK, Kinase-Glo residual ATP luminescence; Potency, µM (doses to about 57.5 µM), for inactives: at the highest dose activity change, negative = inhibition, actives largely listed as inhibitors; hit rate 0.007% among 270,000; also: potency is read from the fitted curve at half-maximal effect; % is scaled to controls: 0 for no effect and ±100 for the full control effect
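5 nM enzyme, 35 uM ATP, 100 uM galactose, 20 mM HEPES pH8.0, 5 mM MgCl2; 1 h RT; residual ATP by Kinase-Glo Plus luminescence, qHTS format.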
TRPV1 ag – human TRPV1 agonism; TRPV1-expressing cells, Fluo-8 calcium influx, agonist mode; activation, % at 8.33 µM; hit rate 0.19% among 320,000; AID 540275; in the data active = activation above about 80%; inconclusive = between about 30% and that limit; also: 0% is about no effect
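Fluo-8 calcium influx in TRPV1-expressing cells, kinetic read (ex 480/em 520 nm). Compound added and read 3 min for agonist activity, followed by capsaicin at EC20 final and 2 min further read for enhancement.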
* = called active by the depositor; i = inactive; ? = inconclusive; . = no result given; [ ] = another dose, or the depositor's remark. Unless noted, calls follow the shape of the dose curve; as a rule, active = well fitted curve in the direction sought with a large enough effect; inconclusive = small, poorly fitted or top-dose-only effect, or another doubt; inactive = no such curve, though single readings can be large; an effect the other way counts as inactive or inconclusive. Random draw from the library; overall some 2% were active at least once.

Preview:
SMILES	S-ASM inh	AT treatment	MLL CXXC-DNA inh	MBNL1 CUG block	KCNH2 3.1 inh	hERG WT inh	a7 integrin act	Coupling enz	GALK inhibitor	TRPV1 ag
CC(C)n1c(=S)[nH]c2ccccc21	3%	0%	5%	-2%	10	-18	-4%	-21	0%	-8
O=C(NCc1cccs1)C1CCC(=O)N1C1CCCCC1 (stereo not drawn)	1%	5%	-6%	-1%	10	-3	11%	0	2%	2
Cc1cc(C)n(CCNS(=O)(=O)c2ccc(Cl)cc2)n1	1%	9%	-7%	-2%	2	0	1%	.	-1%	-1

This part in full, from the first entry:
SMILES	S-ASM inh	AT treatment	MLL CXXC-DNA inh	MBNL1 CUG block	KCNH2 3.1 inh	hERG WT inh	a7 integrin act	Coupling enz	GALK inhibitor	TRPV1 ag
CC(C)n1c(=S)[nH]c2ccccc21	3%	0%	5%	-2%	10	-18	-4%	-21	0%	-8
O=C(NCc1cccs1)C1CCC(=O)N1C1CCCCC1 (stereo not drawn)	1%	5%	-6%	-1%	10	-3	11%	0	2%	2
Cc1cc(C)n(CCNS(=O)(=O)c2ccc(Cl)cc2)n1	1%	9%	-7%	-2%	2	0	1%	.	-1%	-1
CC1(C)Cc2c(sc3c2c(N)nc(=S)n3Cc2ccc(Br)cc2)CO1	-1%	-5%	1%	14%	-104*	?	17%	3	5%	-1
COc1cc2c(cc1OC)C(c1ccc([N+](=O)[O-])cc1)NC(=O)C2 (stereo not drawn)	3%	-4%	-3%	?	9	5	6%	2	0%	-6
O=C(CN1CCCCCC1)NCC1CCCO1 (stereo not drawn)	4%	5%	1%	-8%	4	-10	37%	3	7%	1
CCc1ccc(C(=O)N2CCN(c3ccc(F)cc3)CC2)s1	0%	7%	-2%	-7%	6	-2	-6%[7.66 µM]	0	-1%	?
C/C(Cn1cnc([N+](=O)[O-])n1)=N\NC(=O)c1ccccc1F	3%	.	.	.	-44	-12	4%	.	.	.
O=C(c1cnc(N2CCN(c3ccccn3)CC2)c2ccccc12)N1CCN(c2cccc(Cl)c2)CC1	-2%	-7%	-5%	-3%	11	1	-42%	1	8%	18
CC(=O)NS(=O)(=O)c1ccc(NC(=O)c2ccccn2)cc1	-4%	2%	3%	-2%	-14	2	-32%	1	0%	2
CCC/C=N/NC(=O)CNC(=O)c1ccccc1Cl	2%	-1%	4%	-2%	13	i	15%	-1	12%	-6
C/C(=N\NC(=S)NCc1ccccc1)c1ccco1	4%	5%	-2%	8%	-21	-2	3%	0	0%	17
O=C(Nc1ccccc1)Nc1ccc(F)cc1F	2%	2%	0%	-1%	4	.	0%	-1	1%	?
CN(C(=O)CSc1cc(C(=O)c2nccn2C)c2ccccc2n1)c1ccccc1	0%	15%	4%	8%	21	5	-68%[inhibitor]	0	-1%	11
COc1ccccc1COC(=O)c1ccc(S(=O)(=O)N2CCOCC2)cc1	-1%	-2%	.	.	2	15	-22%	.	.	26
COc1ccc(NC(=O)c2sc3ncn(CC(=O)N4CCN(c5ccccn5)CC4)c(=O)c3c2C)c(OC)c1	32%	0%	3%	5%	6	-4	14%	.	2%	1
O=C(O)C1CC=CCC1C(=O)NNS(=O)(=O)c1ccccc1 (stereo not drawn)	4%	-3%	4%	-14%	-30	4	8%	1	0%	-5
COc1ccccc1CNC(=O)c1cc(C(=O)CC(C)C)c[nH]1	2%	-11%	11%	1%	-23	1	6%	8	-3%	-3
CCOC(=O)N1CCN(C(=O)COc2ccc(Br)cc2)CC1	-1%	4%	-4%	-12%	3	2	3%	-14	3%	12
CN(C(=O)c1coc(=O)c2ccccc12)c1ccccc1Cl	-3%	-4%	5%	4%	5	-2	20%	-1	1%	-1
Cc1cccc(NC(=O)CCN2C(=O)C3C4C=CC(C4)C3C2=O)c1 (stereo not drawn)	3%	2%	-4%	-3%	11	-11	9%	4	1%	-1
CC(NC(=O)/C=C/c1ccco1)c1nc2ccccc2n1Cc1cccc(Cl)c1 (stereo not drawn)	-1%	-2%	1%	.	?	?	5%	0	1%	20
O=C(COC(=O)CCc1ccc(S(=O)(=O)N2CCOCC2)cc1)Nc1ncc(C(F)(F)F)cc1Cl	-2%	6%	4%	-3%	3	11	-16%	4	0%	0
O=C(O)Cc1coc2cc3c(cc12)CCC3	1%	5%	2%	-1%	7	-13	21%	-2	-3%	3
COCC(COCCCNC(=O)Nc1ccc(Br)cc1)OC (stereo not drawn)	3%	16%	-2%	-4%	20	-9	-10%	3	4%	-3
O=C(c1ccc(NC2=NC3CS(=O)(=O)CC3S2)cc1)N1CCN(c2ccc(F)cc2)CC1 (stereo not drawn)	4%	-11%	0%	-7%	-30	-12	6%	0	.	1
CCN1CCN(C(=O)c2cc(-c3ccc(Cl)s3)nc3ccccc23)CC1	35%[activator]	-3%	-12%	132%[activator]	-6	20	5%	2	5%	1
O=C(Nc1ccc2c(c1)CCCN2C(=O)c1cccs1)c1c(F)cccc1F	0%	-9%	-14%	-5%	-2	-12	0%	0	6%	18
Cc1nn(-c2ccc(N3CCCCC3)nn2)c(C)c1CCC(=O)Nc1ccccc1F	2%	-7%	5%	5%	9	0	0%	.	3%	2
O=C(O)CN1C(=O)SC(Nc2ccc(C(=O)O)cc2)C1=O (stereo not drawn)	3%	-2%	-4%	1%	-7	-8	-26%	4	0%	2
O=[N+]([O-])c1ccccc1Oc1ccccc1Cl	2%	-3%	12%	.	-6	2	-16%	-8	-1%	8
CCOc1ccc(NC(=O)CN(C)C(=O)C2CC(=O)N(CCc3ccccc3)C2)cc1OCC (stereo not drawn)	.	-11%	.	.	18	0	12%	.	.	12
CCNC(=S)NNC(=O)C1CCN(Cc2ccccc2)CC1	-2%	1%	-2%	-3%	-46	-2	-4%	-3	0%	-2
O=C(NCCN1CCOCC1)c1cccs1	3%	22%	4%	-17%	15	-3	-7%	3	5%	3
Cc1cc(C)c(C)c(S(=O)(=O)N[C@@H](C)C(=O)OCC(N)=O)c1C	0%	0%	-1%	-1%	13	1	1%	2	7%	-3
O=C(CSc1nc(O)cc(=O)[nH]1)C1CC1	3%	3%	3%	-10%	0	4	17%	2	4%	1
COc1ccccc1NC(=O)[C@H](COCc1ccccc1)NC(=O)OC(C)(C)C	0%	9%	2%	-1%	-4	-3	16%	0	0%	29
Cc1cc(Br)ccc1OCC(=O)NNC(=O)C(=O)Nc1ccccc1	-3%	5%	-9%	1%	31	-13	-13%	1	4%	2
CCN(CC)S(=O)(=O)c1ccc(OC)c(NC(=O)Cn2cnc3c2c(=O)n(C)c(=O)n3C)c1	-3%	1%	-3%	-3%	5	.	0%	4	6%	0
Cc1ccnc2nc(C(=O)Nc3nc4ccccc4s3)nn12	2%	7%	?	4%	20	-7	-13%	0	0%	4
O=C1NN=C(CSc2n[nH]c(=S)s2)CS1	7%	-1%	6%	-3%	15	-4	-7%	2	3%	0
S=c1[nH]nc(C2CCCCC2)n1/N=C/C(Cl)=C\c1ccccc1	-3%	31%	13%	-10%	3	2	-26%	0	-4%	-4
C/C(=C/Cc1c(O)cc2oc(C)cc(=O)c2c1O)COC1OC(CO)C(O)C(O)C1O (stereo not drawn)	-21%	-3%	4%	1%	-13	-18	-1%	0	.	-1
COc1ccc(-c2nnn(Cc3nn[nH]n3)n2)cc1OC	6%	-8%	-10%	2%	-16	3	-10%	8	-4%	-2
C=CCN=C(NC#N)SC	0%	2%	-8%	-20%	3	-2	5%	4	-1%	-6
O=C(CS(=O)CC(=O)N(CC(=O)NC1CCCC1)c1ccccc1F)Nc1ccc(F)cc1 (stereo not drawn)	-1%	-4%	2%	-7%	-23	10	26%	2	7%	1
Cc1ccc(-c2cc(C(=O)N3CCCC3)c3ccccc3n2)s1	473%[activator]	20µM*	39%[activator]	33%[activator]	7	-6	-26%	.	-2%	6
CCCCNC(=O)CC1S/C(=N/N=C/c2ccc(OC)cc2)NC1=O (stereo not drawn)	1%	-2%	6%	-12%	0	2	14%	4	6%	-2
Cc1nnc(SCC(=O)NCc2ccccc2)[nH]c1=O	-1%	2%	0%	0%	15	-3	7%	3	-1%	2
COc1cccc(N(CC(=O)O)S(=O)(=O)c2ccccc2)c1	4%	20%	-6%	-9%	0	-15	12%	-5	0%	6
Cc1cc(=O)oc(C)c1C(=O)NCCN1CCOCC1	7%	-2%	-7%	6%	-5	-8	-51%[inhibitor]	-4	16%	1

Assay outcomes (PubChem)
